# Siah-1 displacement: Siah-1 peptide-binding antagonists, primary screen, biochemical, fluorescence polarization, rhodamine-plectin, uHTS (AID 1817); E3 ubiquitin-protein ligase SIAH1 (Homo sapiens); Siah-1 / rhodamine-plectin peptide fluorescence polarization; higher % means a stronger effect; one-dose displacement, % at 20 µM; IC50 in µM for titrated hits; actives 0.02% (n = 290,000);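 active = displacement of at least 50% at 20 µM, with a fluorescence ratio check between 0.3 and a set limit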;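 also: plate controls were Siah plus tracer with DMSO for no effect and tracer alone without Siah for full effect; strong numbers were not always called active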
# GPR35 antagonists: GPR35 antagonists blocking zaprinast-driven arrestin recruitment, primary screen, imaging, U2OS, beta-arrestin-GFP, zaprinast agonist (AID 2058); G-protein coupled receptor 35 (Homo sapiens); U2OS GPR35 beta-arrestin-GFP translocation imaging, zaprinast antagonism; higher % means a stronger effect; inhibition, % at 10 µM, or IC50 in µM where a hit was titrated; actives 0.052% (n = 290,000);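 active = inhibition of at least 50% with at least 30 cells and total cytoplasm GFP at most 10,000,000; inconclusive = under 30 cells or total GFP of 10,000,000 plus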
# KOR beta-arrestin-1: KOR agonists, beta-arrestin recruitment, primary screen, cell-based, luminescence, uHTS (AID 1777); KOR beta-arrestin recruitment, luminescence; higher % means a stronger effect; activation, % at 10 µM; hits with a dose series show EC50 in µM; actives 0.02% (n = 280,000); in the data active = activation above about 50%, passing the limit was not always enough; also: a part of the inactive calls stands beside numbers as strong as those of hits
# HIV fusion peptide: inhibitors of HIV fusion peptide binding, primary screen, biochemical, uHTS, fluorescence dequenching (AID 1986). cell-free peptide binding, fluorescence dequenching, 30 min; higher % means a stronger effect. inhibition, % at 20 µM, or IC50 in µM where a hit was titrated. actives 0.3% (n = 290,000); in the data active = inhibition mostly above about 52%, no sharp cut-off; inactive = mostly below about 76%; also: some results filed as inactive read as strong as hits
# GPR55 LPI antagonism: GPR55 antagonists blocking LPI-driven arrestin recruitment, primary screen, imaging, U2OS, beta-arrestin-GFP, LPI agonist (AID 2013). U2OS GPR55 beta-arrestin-GFP translocation imaging, LPI antagonism; higher % means a stronger effect. G-protein coupled receptor 55 (Homo sapiens). actives 0.13% (n = 290,000). one-dose inhibition, % at 10 µM; IC50 in µM for titrated hits;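 active = spots per cell inhibited over 60%, with over 100 cells counted and total cytoplasm intensity under 500,000; inconclusive = wells with under 100 cells, flagged as likely toxic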;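 also: U2OS cells stably carrying GPR55 and arrestin-GFP stimulated by 5 µM LPI near EC80; imaged beta-arrestin-GFP aggregate spots per cell after agonist stimulation; plate controls were LPI-stimulated DMSO wells for no effect and DMSO wells without LPI for full effect; some results filed as inactive read as strong as hits; confirmed hits need IC50 under 10 µM and bright autofluorescent wells are also inconclusive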
# AID2073: inhibitors of Mint1-CaV2.2 protein interaction, biochemical, HTRF (AID 2073). Voltage-dependent N-type calcium channel subunit alpha-1B (Homo sapiens). HTRF protein-protein interaction, Mint1-CaV2.2; higher % means a stronger effect. one-dose inhibition, % at 20 µM; IC50 in µM for titrated hits. actives 0.19% (n = 290,000); in the data active = inhibition mostly above about 51%, no sharp cut-off; inconclusive = no clear call, values can overlap the other calls; inactive = mostly below about 53%; also: some results filed as inactive read as strong as hits
# GPR55 beta-arrestin: GPR55 agonists via beta-arrestin recruitment, primary screen, imaging, U2OS cells, beta-arrestin-GFP redistribution (AID 1961). actives 0.048% (n = 290,000). U2OS GPR55 beta-arrestin-GFP redistribution imaging; higher % means a stronger effect. activation, % at 10 µM, or EC50 in µM where a hit was titrated. G-protein coupled receptor 55 (Homo sapiens);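 active = activation above 40% with more than 50 cells counted in the well; inconclusive = wells holding fewer than 50 cells, flagged as toxic or sparse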;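 also: U2OS osteosarcoma cells stably expressing GPR55 and beta-arrestin-GFP; plate controls were DMSO negative control for no effect and LPI positive control for full effect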
# KOR beta-arrestin-2: KOR antagonists, beta-arrestin recruitment, cell-based, luminescence, uHTS (AID 1778); KOR beta-arrestin recruitment, luminescence, antagonist mode; higher % means a stronger effect; inhibition, % at 10 µM; hits with a dose series show IC50 in µM; actives 0.091% (n = 290,000); in the data active = inhibition above about 50%; also: strong numbers were not always called active
# NOD1 inhibition: NOD1 signaling inhibitors, primary screen, cell-based, luminescence, uHTS (AID 1578); NOD1-driven NF-kB luciferase reporter cells, luminescence; higher % means a stronger effect; inhibition, % at 4 µM, or EC50 in µM where a hit was titrated; actives 1% (n = 290,000); in the data active = inhibition mostly above about 36%, no sharp cut-off; inactive = mostly below about 34%;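 also: HEK-293T reporter cells stimulated with the NOD1 agonist gamma-tri-DAP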
# Numbers without * were called inactive; ? = inconclusive; nt = no result given; [ ] = dose if it differs, or a comment.
# Screens in order: KOR beta-arrestin-1 | NOD1 inhibition | GPR55 LPI antagonism | Siah-1 displacement | GPR55 beta-arrestin | GPR35 antagonists | AID2073 | KOR beta-arrestin-2 | HIV fusion peptide
COc1ccc(C(=O)/C=C/C(=O)N(CC(=O)NCCC(C)C)Cc2cccs2)c(O)c1
 : -1.1% | 87%* | 11% | 2% | 0.1% | -7% | 8% | 28% | 0.2%
NC1=NC(=O)C2(COC(c3ccccc3Cl)OC2)S1 (configuration not stated)
 : 0.0% | -21% | 2% | 3% | -0.5% | 10% | 14% | -26% | -0.5%
Cc1cc(N2CCOCC2)nc2ccccc12
 : 9.1% | -12% | 7% | 1% | -0.2% | 7% | -7% | -3% | -1.7%
Cc1cc(=O)[nH]c2n[nH]c(-c3ccccc3)c12
 : -7.0% | -9% | -14% | -1% | -0.3% | 28% | 5% | 13% | 2.5%
O=C(NNC(=O)C1CCN(c2ncccn2)CC1)c1ccncc1
 : 3.8% | -40% | 4% | 2% | 0.3% | 2% | 9% | -28% | -0.1%
Cc1ccc(NC(=O)C2C3CC4OC(=O)C2C4C3)cc1Cl (configuration not stated)
 : 0.1% | -13% | -11% | -2% | 0.0% | 7% | -2% | 12% | 0.5%
CCn1ccnc1CN1CCCC(CO)(Cc2cccc(OC)c2)C1 (configuration not stated)
 : -4.6% | 27% | 6% | 1% | 0.2% | 8% | -10% | -19%[20 µM] | -2.0%
Cc1cc(S(=O)(=O)N2CCN(c3ccccn3)CC2)c(C)cc1Cl
 : -0.6% | -8% | -5% | 0% | -0.2% | 7% | -8% | -1% | -0.6%
COc1ccc(C(=O)O/N=C(\N)c2ccccn2)c(OC)c1
 : -0.6% | 1% | 5% | 13% | -0.1% | 1% | ? | -11% | 1.1%
CCc1cccc(CC)c1NC(=S)Nc1ccc2cn[nH]c2c1
 : 5.9% | 0% | -3% | 4% | 0.0% | -12% | 6% | -4% | -0.3%
CCCN(CCC)CCCNC(=O)c1cc2c(=O)[nH]c3ccccc3c2s1
 : -1.0% | 2% | -9% | -2% | -0.3% | 4% | 29% | 4% | 0.1%
CCC(=O)NC(=S)NNC(=O)c1ccc(O)cc1
 : nt | -25% | 5% | 0% | -0.1% | -16% | -8% | -4%[20 µM] | 0.6%
Cn1c(N2CCN(S(=O)(=O)c3ccc(Cl)cc3)CC2)nc2ccccc21
 : nt | -2% | 9% | 1% | 0.2% | 2% | -9% | -30%[20 µM] | -0.7%
O=C(C1CC(=O)N(c2ccccc2)C1)N1CCN(c2ccc(F)cc2)CC1 (configuration not stated)
 : -5.5% | -5% | -21% | -6% | 0.0% | 8% | 2% | 17% | -1.1%
O=C(C1CCC(Cn2c(=O)[nH]c3ccccc3c2=O)CC1)N1CCN(c2ccccc2)CC1 (configuration not stated)
 : -0.7% | -23% | 0% | 1% | -0.2% | -12% | 10% | 22% | 1.2%
COc1ccc(S(=O)(=O)N2Cc3ccccc3CC2C(=O)N2CCOCC2)cc1OC (configuration not stated)
 : 2.8% | -18% | -11% | -2% | 0.3% | -5% | ? | -26% | -0.5%
c1ccc(CSc2nnc3c4ccccc4c4ccccc4c3n2)cc1
 : 0.9% | -15% | 2% | 2% | -0.1% | -2% | -7% | 22% | 0.6%
CCn1c2ccccc2c2nc3cc(OC)c(OC)cc3nc21
 : 0.0% | -30% | -10% | -1% | 0.0% | -6% | -2% | -8% | -2.9%
CC(C)C(=O)Nc1ccccc1N1CCN(S(C)(=O)=O)CC1
 : -3.4% | -16% | 0% | -1% | -0.2% | 0% | 1% | 30% | -2.1%
Cc1cc(C)c2c(CCl)cc(=O)oc2c1
 : 11% | 17% | -9% | 6% | 0.0% | -7% | 0% | -58% | -0.9%
CC(C)c1ccc(NC(=O)c2cc(S(=O)(=O)NCC3COc4ccccc4O3)ccc2F)cc1 (configuration not stated)
 : 4.5% | -20% | 10% | 2% | 0.9% | -8% | -5% | 42% | -1.4%
NC(=O)CSc1cn(Cc2ccccc2)c2ccccc12
 : -4.5% | 20% | -2% | -4% | 0.5% | 1% | 10% | 5% | -3.2%
CCc1nnc(NS(=O)(=O)c2ccc(N3C(=O)c4ccccc4C3=O)cc2)s1
 : 6.0% | -1% | 0% | -3% | 0.3% | -11% | 6% | -7% | 1.6%
C(=N\Nc1nc(Nc2ccccc2)nc(Nc2ccccc2)n1)/c1ccncc1
 : -6.3% | -36% | -3% | 8% | 0.3% | 14% | 48% | -8%[20 µM] | 0.4%
Cc1nn(CC(=O)N2CCC(N3CCCCC3)CC2)c(=O)c2c1sc1ccccc12
 : 2.7% | -23% | 12% | 0% | 0.3% | 10% | 16% | -48% | 2.6%
O=C(Nc1cnn(C23CC4CC(CC(C4)C2)C3)c1)c1cc(-c2ccccc2)on1
 : -0.4% | -35% | -4% | -3% | -0.1% | -16% | 4% | 8% | 0.2%
COc1ccc2cc(C3(C)NC(=O)N(CC(=O)NCc4ccco4)C3=O)ccc2c1 (configuration not stated)
 : -1.2% | -2% | 2% | 4% | -0.1% | 24% | 3% | 12% | -1.4%
Cn1c(SCC(=O)Nc2ccc(NC(=O)c3ccccc3)cc2)nnc1-c1ccncc1
 : -4.1% | 9% | 15% | 8% | 0.1% | -4% | 3% | 2% | 0.5%
O=C(c1cc(C(=O)N2CCCC2)cc([N+](=O)[O-])c1)N1CCCC1
 : 1.1% | 4% | -5% | -5% | -0.1% | -5% | 7% | -10% | -1.1%
O=C(c1ccc(F)cc1)N1CCC(O)(c2cccnc2)CC1
 : 3.3% | -4% | 6% | 2% | 0.2% | 17% | -2% | -18% | 2.5%
Cc1csc(SCC(=O)NC(=O)NC2CCCC2)n1
 : 1.2% | -39% | -4% | 1% | -0.4% | 2% | -19% | -22% | -0.5%
COc1ccccc1NC(=S)N(CCc1c(C)[nH]c2ccccc12)Cc1cccs1
 : -2.0% | -4% | 11% | 4% | 1.0% | 5% | 22% | -4% | 2.3%
COCCn1c(C)nnc1SCC(=O)NNC(=O)c1ccc(Cl)cc1
 : -2.2% | -43% | 7% | 0% | -0.2% | 1% | 3% | 13% | -0.4%
COc1ccc(C(=O)O/N=C(\N)c2ccccn2)cc1[N+](=O)[O-]
 : 0.2% | -37% | -13% | 3% | -0.1% | 2% | 13% | -14%[20 µM] | -1.6%
O=C1C2C3C=CC(C3)C2C(=O)N1c1n[nH]c(CCc2ccccc2)n1 (configuration not stated)
 : -0.1% | -20% | 5% | 0% | 0.0% | -10% | 4% | 16% | -1.5%
O=C(O)C1CCCCC1C(=O)N1CCN(S(=O)(=O)c2ccc(F)cc2)CC1 (configuration not stated)
 : 2.0% | -10% | -6% | 8% | -0.1% | 0% | 2% | -21% | 3.1%
Nc1cccc2c1C(=O)N(C(=O)c1ccco1)C2=O
 : 2.6% | -7% | -5% | 10% | -0.2% | 28% | 12% | 13% | -0.1%
CC1(C)CC2(CCO1)OC(=O)CC2C(=O)Nc1ccc(Br)cc1 (configuration not stated)
 : 1.6% | -8% | 14% | 5% | -0.2% | 6% | -4% | 2% | -1.4%
COc1ccccc1C(CNC(=S)NCc1ccccc1)N1CCCC1 (configuration not stated)
 : -0.1% | -12% | 17% | 19% | 0.6% | -17% | -6% | -6% | -1.3%
COc1ccc(S(=O)(=O)NCc2ccc(C(=O)N3CCN(c4ccccn4)CC3)cc2)cc1
 : 10% | 25% | 7% | 1% | -0.1% | 1% | 6% | 3% | -2.1%
COc1ccc(C(=O)N2CCCCCC2)cc1OC1CCN(C(C)=O)CC1
 : 1.9% | -17% | 7% | -1% | -0.1% | -12% | -3% | 21% | -0.9%
CCOc1ccccc1NS(=O)(=O)c1ccc2oc(=O)ccc2c1
 : -2.0% | -24% | -6% | 3% | -0.4% | 12% | 21% | -21%[20 µM] | -0.8%
Cc1cc(NC(=O)c2ccc(F)cc2)ccc1NC(=O)c1ccco1
 : -0.7% | -39% | -6% | 1% | -0.1% | 1% | -3% | -33% | 1.3%
CC1(CCC(=O)N2CCCC(Nc3ccc(F)cc3)C2)CC1 (configuration not stated)
 : 5.0% | -8% | 4% | -1% | 0.0% | -4% | -6% | -17% | 0.6%
N#Cc1ccc(NC(=O)C2CC(c3ccc(F)cc3)=NO2)cc1 (configuration not stated)
 : 0.9% | 9% | 10% | 2% | -0.2% | 2% | 5% | -11% | -0.4%
O=C(c1ccc(=O)oc1)N1CCOCC1
 : 6.4% | -28% | 11% | -9% | -0.2% | -11% | 21% | -12% | -2.1%
Cn1cccc1C(=O)C(=O)Nc1ccc(F)c(F)c1
 : -2.9% | -53% | 13% | -2% | -0.2% | 3% | 4% | 1% | 0.4%
COc1ccc(N(CCC(=O)O)S(=O)(=O)c2ccc(C)cc2C)cc1
 : -4.3% | -25% | 6% | 45% | 0.7% | -9% | 9% | 6% | 1.6%
CN(CCOc1ccccc1)CC(=O)Nc1cccc(Br)c1
 : -1.7% | -33% | 27% | 0% | -0.2% | -1% | -3% | -1% | 1.7%
COc1ccc2nc(COC(=O)c3ccco3)c(C(C)=O)[n+]([O-])c2c1
 : -5.6% | 5% | -4% | 4% | 0.2% | 5% | 2% | 21% | -0.1%
CC(C)c1ccc(C(O)c2nc3ccccc3n2C)cc1 (configuration not stated)
 : 11% | 76%* | 0% | -8% | -0.2% | 1% | 6% | -9% | -0.7%
CC1=CC(C)(C)NC(=O)N1c1ccc(C)cc1
 : -1.2% | -20% | 2% | 6% | -0.2% | -6% | -3% | -12% | -0.1%
CC1CCN(S(=O)(=O)N2CCC(C(=O)NCCC3=CCCCC3)CC2)CC1
 : -6.5% | -24% | 16% | 19% | 0.2% | -3% | -1% | 0% | -0.7%
COc1ccc(NC(=O)CC(C)n2ccnc2)cc1 (configuration not stated)
 : 1.8% | 0% | 17% | 4% | -0.1% | -4% | 8% | -4% | 1.0%
O=C(O)c1ccc(N2CCCCC2)cc1
 : 2.5% | -19% | 6% | 1% | 0.3% | -15% | 1% | -25% | -0.8%
CO[C@H]1C=CO[C@@]2(C)Oc3c(C)c(O)c4c(O)c(c5c(c4c3C2=O)NC2(CCN(CC(C)C)CC2)N=5)=NC(=O)C(C)=CC=C[C@H](C)[C@H](O)[C@@H](C)[C@@H](O)[C@@H](C)[C@H](OC(C)=O)[C@@H]1C
 : -8.4% | -14% | 4% | 1% | -0.1% | 4% | -10% | 7% | -3.7%
O=C1N=C(N2CCN(c3ccccc3)CC2)S/C1=C/c1cccs1
 : -0.2% | -14% | 11% | 4% | -0.1% | -6% | 2% | -37% | -2.8%

# Screens: PubChem BioAssay, Sanford-Burnham Center for Chemical Genomics

# Not all compounds are listed; rates above refer to the full screens.
